rCAG binder: binds r(CAG) RNA repeats. r(CAG) RNA repeat, TO-PRO-1 dye displacement fluorescence. inhibition, % at 3 µM. 1.3% of 370,000 active. AID 651821;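 active means inhibition above the plate cutoff, the mean of all test compounds on that plate plus 3 SD, cut at about 35% in these data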;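 further: 0% = DMSO alone and 100% = 100 µM mitoxantrone as full dye displacement; higher means more dye released from RNA so lower well fluorescence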
Rev-erbA mod: Rev-erb alpha (human) modulation. 0.79% of 370,000 active. AID 1259318. P20393. activity, % at 10 µM. Rev-erbα–FITC-DNA binding, fluorescence polarization, 90 min;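 active means activity above about 14%, limit read from the data; passing the limit was not always enough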;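 further: 0% = DMSO wells with 35 nM protein and 100% = DMSO wells with 750 nM protein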
LEDGF integ inh: blocks HIV-1 LEDGF/p75-dependent DNA integration. TR-FRET IN-LEDGF/p75 DNA integration, Eu/Cy5. inhibition, % at 3.7 µM. 0.64% of 370,000 active;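 active means inhibition above the screen-wide mean plus 3 SD, cut at about 13% in these data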;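 further: signal is the Cy5 over europium emission ratio at 671 and 618 nm; 0% = plate median of compound wells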
mABHD4 FP: inhibitors of mouse ABHD4. Q8VD66. purified mABHD4, FP-Rh probe fluorescence polarization. inhibition, % at 8.92 µM. 0.54% of 370,000 active;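 active means inhibition exceeding the mean over every tested compound plus 3 SD, cut at about 30% in these data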;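 further: 0% = plate median of compound wells and 100% = S159A mutant with DMSO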
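Test system: mABHD4 protein | Buffer or medium: HEPES pH 7.0 buffer, 150 mM NaCl, 0.01% Pluronic F-127 | Probe or stimulus: FP-Rh fluorescent activity-based probe, added after compound pre-incubation | Timing: Pre-incubation 45 min, probe exposure 60 min, at 25 °C | Technique: Fluorescence polarization, excitation 525 nm, emission 598 nm, BODIPY TMR filters | Repeats: Single well per compound (singlicate)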
TDP2 inh: blocks human TDP2 phosphodiesterase activity; O95551; recombinant TDP2, T5PNP hydrolysis, p-nitrophenol absorbance 415 nm; inhibition, % at 12.8 µM; 0.34% of 370,000 active; AID 720702;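 active means inhibition above the mean of all tested compounds plus 3 SD, set per campaign, cut at about 25% in these data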;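 further: 0% = DMSO with enzyme and 100% = buffer with substrate but no TDP2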
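Assay system: recombinant human TDP2 / Reagent: T5PNP substrate at 5 mM, a TopII-DNA adduct mimic / Measured by: epi absorbance from released p-nitrophenol / Evaluation: % inhibition relative to enzyme-containing and enzyme-free wells / Control set: enzyme-free and DMSO wells / Replicates: each compound tested once, singlicate / Schedule: enzyme reaction with compound for 2 h at 37 °C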
PG9 binder: PG9 antibody binding by small molecule; inhibition, % at 6.7 µM; 0.43% of 360,000 active; TR-FRET gp120-PG9 antibody binding; in the data active means inhibition above about 8.5%
PRMT1 FP inh: PRMT1 (human) inhibition, primary screen. Q99873. recombinant PRMT1, activity-based probe fluorescence polarization. inhibition, % at 2.79 µM. 1.3% of 370,000 active. AID 652257;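 active means inhibition above about 21% made by adding two undisclosed values, limit read from the data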
TCR-CD3 inh: blocks the human TCR-CD3 interaction; TAMRA-labeled TCR probe fluorescence, biochemical; inhibition, % at 9.4 µM; 0.37% of 360,000 active; AID 651800; in the data active means inhibition above about 19%;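 further: recombinant mutant TCR 2C K166C tagged with TAMRA read by polarization; 0% = receptor in buffer alone and 100% = receptor with positive control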
HTRA1 inhibitor: HTRA1 (human) protease inhibition | 0.5% of 340,000 active | recombinant HTRA1, FP-rhodamine activity-based probe, fluorescence polarization | Q92743 | inhibition, % at 5.96 µM | AID 504803; in the data active means inhibition above about 36%;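 further: 0% = enzyme with DMSO and 100% = wells lacking enzyme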
Target sequence (Q92743 whole entry, looked up): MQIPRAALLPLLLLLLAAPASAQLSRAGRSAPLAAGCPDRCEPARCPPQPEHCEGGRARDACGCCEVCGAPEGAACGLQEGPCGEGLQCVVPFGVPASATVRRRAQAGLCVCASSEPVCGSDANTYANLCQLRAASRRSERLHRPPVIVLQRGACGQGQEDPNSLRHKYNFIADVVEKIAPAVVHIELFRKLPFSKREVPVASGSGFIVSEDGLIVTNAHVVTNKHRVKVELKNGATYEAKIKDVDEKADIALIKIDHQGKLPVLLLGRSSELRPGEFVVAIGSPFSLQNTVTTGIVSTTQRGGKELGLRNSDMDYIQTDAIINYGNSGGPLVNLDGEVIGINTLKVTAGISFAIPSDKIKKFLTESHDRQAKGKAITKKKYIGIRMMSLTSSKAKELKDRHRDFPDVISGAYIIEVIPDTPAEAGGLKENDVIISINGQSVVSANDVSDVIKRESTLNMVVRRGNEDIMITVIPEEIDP
SIAE primary: human SIAE inhibition, primary screen | Q9HAT2 | SIAE FP-Rh probe binding, fluorescence polarization | inhibition, % at 9.66 µM | 0.69% of 370,000 active | AID 1053197;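 active means inhibition above a cutoff: mean of compounds within the control limits plus 3 SD of those, cut at about 17% in these data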;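 further: 0% = plate median of compound wells and 100% = probe without SIAE protein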
Target sequence (Q9HAT2 whole entry, looked up): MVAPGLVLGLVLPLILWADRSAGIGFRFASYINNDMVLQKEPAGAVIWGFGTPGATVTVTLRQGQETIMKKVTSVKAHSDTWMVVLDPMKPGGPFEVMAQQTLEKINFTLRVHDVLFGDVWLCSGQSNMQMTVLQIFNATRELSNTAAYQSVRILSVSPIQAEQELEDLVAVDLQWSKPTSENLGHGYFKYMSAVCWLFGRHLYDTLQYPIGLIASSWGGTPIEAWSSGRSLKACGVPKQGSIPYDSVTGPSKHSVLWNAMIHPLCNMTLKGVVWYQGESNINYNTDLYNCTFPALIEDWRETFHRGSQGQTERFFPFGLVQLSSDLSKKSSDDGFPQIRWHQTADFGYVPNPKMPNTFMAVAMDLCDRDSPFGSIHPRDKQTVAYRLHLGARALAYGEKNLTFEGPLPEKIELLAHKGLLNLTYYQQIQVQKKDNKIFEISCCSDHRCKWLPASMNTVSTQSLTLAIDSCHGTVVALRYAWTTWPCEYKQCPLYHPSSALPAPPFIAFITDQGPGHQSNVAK
Starred values were filed as active, the others as inactive; . = no result given. Not all compounds are listed. The share of hits here may be higher or lower than overall.

SMILES	rCAG binder	Rev-erbA mod	LEDGF integ inh	mABHD4 FP	TDP2 inh	PG9 binder	PRMT1 FP inh	TCR-CD3 inh	HTRA1 inhibitor	SIAE primary
COc1ccccc1C1CC(=O)Nc2c1c(=O)n(C)c(=O)n2C (stereo not given)	2	-2	6	0	8	-0.1	-3	3	3	0
CCCCn1c(N)c(N(CC)C(=O)c2ccc(C)cc2)c(=O)[nH]c1=O	0	-1	-1	3	-2	-0.6	0	3	11	-1
CCn1ccc(C(=O)Nc2cccc(Cl)c2)n1	1	-1	4	1	3	-1.6	-2	8	-10	4
CN(CC(=O)Nc1ccc(S(=O)(=O)N2CCCC2)cc1)CC(=O)Nc1ccc(F)c(F)c1F	-1	-2	0	-8	-3	0.6	1	3	-10	-2
CCOC(=O)[C@]12CCC=C1N(Cc1ccc3c(c1)OCO3)C(=O)[C@H](CC(=O)NCC1CCCCC1)C2	1	-3	-2	13	2	-0.9	7	-2	.	10
COc1ccccc1N1CCN(/N=C\c2cccnc2)CC1	-4	-1	-6	8	14	-2.1	4	-13	-5	-2
CCOC(=O)CC(NC(=O)Cc1ccc(F)cc1)c1ccccc1Cl (stereo not given)	6	-7	-1	3	8	-2.7	0	6	-11	7
O=C(CSc1nnc(CNC(=O)c2ccc(F)cc2)o1)NCCc1ccccc1	-4	1	-1	-2	1	-1.4	-6	-1	2	-7
COc1cc(C2CC=C(C(=O)O)C(c3ccccc3F)N2S(=O)(=O)c2ccc(C)cc2)cc(OC)c1OC (stereo not given)	24	0	1	3	-4	.	-3	.	.	-5
CCCNC(=O)NCc1ccc(N2CCCC2=O)cc1	-1	-2	-3	2	3	-1.1	0	6	3	0
CCOc1cccc(C(=O)N/N=C/c2ccoc2)c1	-2	-12	0	-4	-2	-1.9	-2	6	4	-3
Cc1ccc(C(=O)NN2CCOCC2)cc1	0	8	-2	5	10	-0.7	-3	6	-1	2
Cn1c(N)c(C(=O)COC(=O)Cc2cccc(C(F)(F)F)c2)c(=O)n(C)c1=O	1	4	0	-6	4	-2.6	1	-5	4	-4
COc1cc(SC)ccc1C(=O)NCCOc1ccc(C)c(C)c1	-3	-4	2	-8	-5	-0.6	-1	-1	-31	-2
CCn1cc(CN2CCC(n3nccc3NC(=O)c3ccccc3C)CC2)cn1	1	-2	4	-9	-3	-2.4	-3	-8	0	-8
COc1ccc(/C=N/OC(=O)c2ccc(Cl)cc2)c(Cl)c1OC	2	-7	5	1	-22	-1.8	-3	-1	.	3
CC[C@]12c3[nH]c4cc(-c5ccco5)ccc4c3CCN1C(=O)[C@@H](CC(=O)NCC13CC4CC(CC(C4)C1)C3)C[C@@H]2C(=O)N1CCN(C(=O)C2CC2)CC1	10	-3	0	17	-3	-0.6	11	-4	0	4
CCNC(=O)/C(C#N)=C/c1c(N2CCOCC2)nc2ccccn2c1=O	0	0	3	2	-10	-1.6	1	6	10	1
CCOC(=O)Cn1c(S(=O)(=O)Cc2ccc(Cl)cc2)nc(-c2ccccc2)c1-c1ccccc1	-2	0	-1	-3	2	0.8	-3	-1	-6	0
O=C(c1cccnc1)N1CCN(S(=O)(=O)c2ccc3ccccc3c2)CC1	4	5	-5	-4	2	-1.8	3	-3	-7	4
c1cc(-c2ccsc2)n2ccnc2c1	2	-3	-3	4	2	2.0	2	-2	.	1
N/C(Cc1ccc([N+](=O)[O-])cc1)=N\OC(=O)c1ccc2ccccc2c1	14	-9	-2	-16	1	1.0	4	-4	-20	-8
CC(=O)c1ccc(NS(=O)(=O)c2ccc(C(C)(C)C)cc2)cc1	14	-4	0	0	-13	3.5	-3	4	-5	-1
C=C1[C@@H](OC(C)=O)C=C[C@@]2(C)C=CC(=O)[C@@](C)(OC(C)=O)[C@@H]2[C@@H](OC(C)=O)[C@]2(O)[C@@H](C)C(=O)O[C@H]2[C@H]1Cl	-2	6	-1	-4	-6	-0.1	2	10	.	6
COC(=O)c1sc(C(C)(C)C)cc1CS(=O)(=O)c1ccc(Cl)cc1	-4	-2	-3	-6	-9	0.0	2	0	-15	-12
Nc1ccn([C@H]2CC[C@@H](CO)O2)c(=O)n1	2	0	2	7	-7	0.2	-2	3	4	-1
CCOc1ccc(NC(=O)CCC(=O)Nc2nnc(CC)s2)cc1	-2	-8	-1	5	-2	-1.2	2	-2	-1	1
CCOC(=O)C(C)n1cnc2c(cnn2-c2ccc(Cl)cc2)c1=O (stereo not given)	0	0	1	5	-2	0.9	-2	2	7	-1
CCc1ccc(NC(=O)N(C2CCCCC2)C(C)c2cccnc2)cc1 (stereo not given)	-3	3	-1	3	7	0.6	1	-5	-4	0
Cc1ccccc1C(=O)N1CCC(C(=O)Oc2ccc(C#N)cc2)CC1	-8	0	-4	-5	1	0.7	1	-10	1	2
O=C(OCC(=O)N1CCc2ccccc21)[C@@H]1CC(O)CN1S(=O)(=O)c1ccccc1[N+](=O)[O-] (stereo not given in full)	7	3	1	1	1	-1.7	-3	5	6	6
Cc1ccc(S(=O)(=O)NCCC(=O)OCC(=O)Nc2cccc(Cl)c2)cc1	0	2	3	5	5	-2.8	-1	5	-6	-5
Cc1cccc2cc(C#N)c(N3CCOCC3)nc12	-2	-4	4	-5	-14	-1.2	-3	-2	2	4
CN(C)c1ccc(/C=N/Nc2nc3ccccc3o2)cc1	8	2	2	17	-10	-5.8	-3	3	14	7
COc1cc(C=C2C(=O)c3ccccc3C2=O)cc(OC)c1OC	3	4	4	3	9	0.1	8	-4	-3	-4
CC(=O)NC12CC3CC(C1)CC(C(=O)N(C)CC(=O)Nc1cccc(F)c1)(C3)C2	2	-2	1	4	-1	-0.5	-3	11	2	12
Cc1cccc(N2CCN(CCNC(=O)c3cc4c(s3)CS(=O)(=O)C4)CC2)c1C	4	10	-3	10	0	-0.4	1	-3	5	-1
CN(C)CCC(=O)C(Cc1ccccc1)c1ccccc1 (stereo not given)	35*	-3	7	-3	-21	-1.3	42*	-9	-12	-4
CCOc1ccccc1N1CCN(C(=O)NCc2ccc(Cl)cc2)CC1	2	0	0	-4	-15	-2.0	-4	-3	-4	3
CCOC(=O)C1CCCN(C(=O)c2cccc(Cl)c2)CC1 (stereo not given)	-2	7	-1	6	2	1.1	3	-9	.	6
C[C@@H]1CN([C@@H](C)CO)C(=O)c2cc(Br)cnc2O[C@@H]1CN(C)Cc1cncnc1	1	1	-2	5	-7	-1.4	4	-5	0	-1
NC(=O)c1ccsc1NC(=O)CS(=O)(=O)c1ccc(F)cc1	6	-3	-7	-11	-6	1.4	2	8	4	2
O=C(Nc1cccc([N+](=O)[O-])c1)c1ccc(CSc2ccccc2)cc1	6	4	0	-7	6	0.5	1	5	-5	4
Cc1cccc(C)c1NC(=O)Nc1nc(CN(C)C)cs1	3	-9	5	1	-4	0.0	-1	3	.	2
CC(C)(C)NC(=O)COC(=O)/C=C/c1ccc(F)cc1	-5	-4	-1	1	3	-0.9	0	-1	-3	-3
CN(CC(=O)Nc1ccccc1C(F)(F)F)C(=O)Cn1c(=O)oc2ccccc21	-1	-5	-4	1	-10	-0.6	1	-8	2	-5
CCOC(=O)c1c(C)c(C)n(Cc2ccc(OC)c(OC)c2)c1C	-7	0	4	4	4	-1.5	2	10	-6	2
Cc1ccc(CNC(=O)C2CCN(S(=O)(=O)c3ccc(Br)s3)CC2)cc1	-1	-1	-4	-1	-8	-0.8	-1	2	-1	-1
CC(C)(C)[C@@H]1COC(=O)[C@H](Cc2ccc(F)cc2)CC/C=C\C[C@@H](CC(=O)NCCO)C(=O)N1	-2	-5	1	8	2	0.6	6	-1	3	4
COc1ccccc1Nc1ccc([N+](=O)[O-])cc1N	3	8	-1	16	-6	-2.0	1	5	-2	10
CC1(C)Cc2nc3oc4c(=O)n(CC(=O)Nc5ccccc5)cnc4c3cc2CO1	4	2	1	4	4	-5.0	-1	0	4	7
CCOc1ccccc1/C=N/NC(=O)c1nnn(-c2nonc2N)c1CN1CCCCCC1	2	1	0	2	2	0.4	-1	-1	0	0
CCc1ccc(C2=NN(CCC(=O)NCc3cccs3)C(=O)CC2)cc1	-4	3	-4	-2	7	-0.5	-3	5	-1	2
CN1CCN(c2ccccc2NC(=O)c2ccc(N3CCCCC3)c([N+](=O)[O-])c2)CC1	-6	-1	0	-2	11	0.9	-2	3	-32	0
CCC(CC)c1nnc(NC(=O)COc2ccc3c(C)cc(=O)oc3c2)s1	0	5	-4	-4	-3	-0.2	-4	6	-4	2
CCOc1ccccc1NC(=O)C(OC(=O)c1cnccn1)c1ccccc1 (stereo not given)	-4	-5	1	-3	4	-2.3	-3	1	-3	-5
CCOC(=O)c1c(NC(=O)CCN2C(=O)c3cccc([N+](=O)[O-])c3C2=O)sc(C(=O)OC(C)C)c1C	4	0	1	0	-3	0.8	-3	0	-3	1
Cc1ccccc1SCC(=O)NCC(c1ccc(F)cc1)N1CCOCC1 (stereo not given)	-2	2	-4	5	6	0.4	6	2	-3	3
CCCS(=O)(=O)NC(=O)C1(C)CCCN(C(=O)c2cc(-c3ccccc3)cs2)C1 (stereo not given)	18	-4	1	-2	3	2.6	0	2	.	9
N#C/C(=C\C=C\c1ccccc1[N+](=O)[O-])C(=O)NCc1ccccc1	10	-1	0	3	6	0.2	-3	1	3	2

3 entries drawn at random from the list so far, as already listed:
SMILES	rCAG binder	Rev-erbA mod	LEDGF integ inh	mABHD4 FP	TDP2 inh	PG9 binder	PRMT1 FP inh	TCR-CD3 inh	HTRA1 inhibitor	SIAE primary
CCCS(=O)(=O)NC(=O)C1(C)CCCN(C(=O)c2cc(-c3ccccc3)cs2)C1 (stereo not given)	18	-4	1	-2	3	2.6	0	2	.	9
Cc1cccc(C)c1NC(=O)Nc1nc(CN(C)C)cs1	3	-9	5	1	-4	0.0	-1	3	.	2
COc1ccccc1Nc1ccc([N+](=O)[O-])cc1N	3	8	-1	16	-6	-2.0	1	5	-2	10

New compounds follow.
SMILES	rCAG binder	Rev-erbA mod	LEDGF integ inh	mABHD4 FP	TDP2 inh	PG9 binder	PRMT1 FP inh	TCR-CD3 inh	HTRA1 inhibitor	SIAE primary
CCc1ccc(C(=O)COC(=O)CNC(=O)CNS(=O)(=O)c2ccccc2)cc1	-3	5	0	-5	-3	-1.0	2	-4	3	6
CC1CCc2c(C(=O)NCc3ccco3)csc2C1 (stereo not given)	1	3	-1	-4	-5	2.0	4	0	-4	-12
COc1ccc(C(=O)NC(=S)NCc2cccnc2)cc1Br	-4	-2	-4	-6	-6	-0.3	0	9	2	-6
COCCSc1nnc(NC(=O)c2cc(OC)c(OC)cc2[N+](=O)[O-])s1	-1	8	3	-4	14	-0.8	-1	13	1	-2
Cc1ccc(C(=O)NS(=O)(=O)c2ccccc2)cc1	3	-6	-1	-1	1	-2.4	3	-4	1	-1
Nc1ncnc2c1C(c1ccccc1)c1c(ccc3ccccc13)O2 (stereo not given)	17	-1	2	-30	3	0.3	-3	-1	-108	-21
CCOC(=O)C1C(C)C(C(C)(C)C)N(S(=O)(=O)c2ccc(C)cc2)C1c1ccccc1 (stereo not given)	1	4	-1	-7	-7	-1.4	-5	5	.	3

Source: PubChem
